Assay outcomes deposited in PubChem BioAssay by Sanford-Burnham Center for Chemical Genomics.
SENP8 block-1 – human SENP8 protease inhibitors, primary screen, biochemical, fluorescence, Nedd8 protein substrate, uHTS. actives 0.64% (n = 360,000). AID 602440, 2012. recombinant SENP8. inhibition, % at 20 µM; in the data active = inhibition mostly above about 40%, no sharp cut-off; inactive = mostly below about 27%
Target sequence (Q96LD8 whole entry, looked up): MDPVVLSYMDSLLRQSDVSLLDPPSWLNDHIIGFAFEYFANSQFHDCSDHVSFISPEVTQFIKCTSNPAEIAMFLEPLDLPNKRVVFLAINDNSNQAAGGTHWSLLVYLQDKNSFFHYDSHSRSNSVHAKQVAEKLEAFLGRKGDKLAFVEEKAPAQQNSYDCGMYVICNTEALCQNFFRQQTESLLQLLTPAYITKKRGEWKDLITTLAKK
Apaf1 inhib – inhibitors of human Apaf-1 apoptosome, primary screen, biochemical, DEVD-Rh110 fluorescence, uHTS | Apoptotic protease-activating factor 1 (Homo sapiens), O14727 | reconstituted apoptosome caspase-3 activity | inhibition, % at 20 µM | actives 0.71% (n = 330,000); active = inhibition of at least 40% at 20 µM;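 also: plate controls were DMSO wells for no effect and DEVD-CHO caspase inhibitor wells for full effect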
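System: reconstituted apoptosome with Apaf-1, cytochrome c, caspase-9, procaspase-3, dATP; Signal: Rh110 fluorescence intensity; Schedule: 30 min compound preincubation, 50 min activation, room temperature; Reagent: cytochrome c trigger plus (Z-DEVD)2-Rh110 caspase-3 substrate.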
SENP7 block – SENP7 protease inhibitors, primary screen, biochemical, luminescence, uHTS. Sentrin-specific protease 7 (Homo sapiens), Q9BQF6. actives 1.5% (n = 330,000). recombinant SENP7, Z-RLRGG-aminoluciferin luminescence, 40 min. inhibition, % at 5 µM;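 active = inhibition above about 50% at the single test dose, limit read from the data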;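 also: plate controls were DMSO with enzyme for no effect and no enzyme buffer wells for full effect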
UBC13 polyUb – UBC13 polyubiquitin chain formation inhibitors, primary screen, biochemical, TR-FRET, uHTS; Ubiquitin-conjugating enzyme E2 N (Homo sapiens), P61088; inhibition, % at 20 µM; actives 0.47% (n = 330,000); AID 485273, 2010; in the data active = inhibition above about 45%, passing the limit was not always enough
Target sequence (P61088 whole entry, looked up): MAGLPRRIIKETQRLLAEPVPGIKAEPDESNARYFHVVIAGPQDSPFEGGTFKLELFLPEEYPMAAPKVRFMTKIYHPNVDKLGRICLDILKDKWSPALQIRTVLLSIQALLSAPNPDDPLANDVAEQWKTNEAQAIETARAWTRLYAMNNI
SENP6 block – SENP6 protease inhibitors, primary screen, biochemical, luminescence, uHTS | Sentrin-specific protease 6 (Homo sapiens), Q9GZR1 | Recombinant SENP6 catalytic domain, aminoluciferin luminescence | inhibition, % at 10 µM | actives 1.8% (n = 330,000) | AID 2599, 2010;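 active = inhibition above about 50% at the single tested dose, limit read from the data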;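 also: plate controls were DMSO wells with enzyme for no effect and DMSO wells lacking enzyme for full effect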
SENP8 block-2 – SENP8 protease inhibitors, primary screen, biochemical, luminescence; Sentrin-specific protease 8 (Homo sapiens), Q96LD8; purified SENP8, Z-RLRGG-aminoluciferin cleavage; inhibition, % at 10 µM; AID 2540, 2010; actives 1.2% (n = 330,000); in the data active = inhibition above about 50%
SENP1 inh – human SENP1 catalytic domain inhibitors, primary screen, biochemical, FRET, uHTS; Sentrin-specific protease 1 (Homo sapiens), Q9P0U3; recombinant SENP1 catalytic domain, CyPet-SUMO1-YPet FRET cleavage; inhibition, % at 10 µM; actives 0.21% (n = 360,000);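 active = inhibition at least 30% at 10 µM, raw YFP signal under a set limit, fluorescence ratio 0.5 to 1.5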;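 also: 0% = enzyme with DMSO and 100% = no enzyme wells; some results filed as inactive read as strong as hits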
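Test system: hSENP1 catalytic domain, recombinant; Amount: 20 pM final SENP1 enzyme; Medium: Tris pH 8 buffer plus EDTA, NaCl, BME, BSA, NP40, catalase; Schedule: 50 min enzyme reaction, room temperature, light-protected; Technique: FRET fluorescence in CFP and YFP emission channels; Controls: no-enzyme wells low, DMSO-plus-enzyme wells high control.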
APOBEC3G inh – APOBEC3G DNA deaminase inhibitors, primary screen, biochemical, fluorescence, single-stranded DNA substrate, uHTS | DNA dC->dU-editing enzyme APOBEC-3G (Homo sapiens), Q9HC16 | recombinant A3G, ssDNA deamination FAM/TAMRA fluorescence | inhibition, % at 20 µM | actives 0.28% (n = 330,000);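 active = inhibition of at least 40% at 20 µM, with no more than 30% in the related APOBEC3A deaminase screen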;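 also: plate controls were DMSO wells with A3G for no effect and wells lacking A3G enzyme for full effect; some compounds called inactive have numbers as strong as hits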
Target sequence (Q9HC16 whole entry, looked up): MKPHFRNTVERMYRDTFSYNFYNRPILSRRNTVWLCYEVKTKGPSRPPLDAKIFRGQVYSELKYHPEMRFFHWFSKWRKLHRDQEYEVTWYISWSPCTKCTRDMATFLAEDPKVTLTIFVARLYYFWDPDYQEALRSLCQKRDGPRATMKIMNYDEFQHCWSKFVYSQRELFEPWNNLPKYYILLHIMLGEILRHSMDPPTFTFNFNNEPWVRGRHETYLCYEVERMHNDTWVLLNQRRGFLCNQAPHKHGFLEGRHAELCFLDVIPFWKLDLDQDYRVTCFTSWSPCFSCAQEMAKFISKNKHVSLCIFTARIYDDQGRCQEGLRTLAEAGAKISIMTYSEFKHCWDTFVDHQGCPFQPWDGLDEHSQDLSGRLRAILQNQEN
* hit, by the source's call; nt = not tested or not shown.

The line under a structure holds: SENP8 block-1, Apaf1 inhib, SENP7 block, UBC13 polyUb, SENP6 block, SENP8 block-2, SENP1 inh, APOBEC3G inh
- COc1ccc(N2CCN(CCCNC(=O)C3CCCN(S(=O)(=O)c4cnc[nH]4)C3)CC2)cc1 (stereo unspecified)
    9, 9, 10, 6, -8, -10, 2, -1
- CCOC(=O)C1=C(C)NC2=C(C(=O)CCC2)C1c1ccsc1 (stereo unspecified)
    nt, -9, 3, 4, -9, -8, nt, -5
- CC1(C)Cc2c(C#N)c(N3CCN(C(=O)c4ccco4)CC3)nc(-c3ccco3)c2CS1
    18, 27, 3, 8, -170, 3, 5, 90
- N#Cc1c2n(c3c(=O)n(Cc4ccc(Cl)cc4)cnc13)CCCCC2
    8, 24, -12, 6, -22, -4, 1, -1
- COc1ccc(NC(=O)CSc2nc(N)c(C#N)cc2C#N)cc1
    -17, -10, 9, -4, -7, -4, -27, -4
- O=C(COC(=O)c1ccc(OC(F)F)cc1)NCCNC(=O)COC(=O)c1ccc(OC(F)F)cc1
    3, 1, 4, 6, -9, -9, 2, -1
- CCOc1ccc(N(CC(=O)NC2CCCC2)C(=O)Cn2nnc(-c3ccc(C)o3)n2)cc1
    3, 11, -4, 4, -14, 4, 0, 0
- COc1ccc(/C=N/NC(=O)c2ccc(Br)o2)cc1Cn1cc([N+](=O)[O-])cn1
    0, 9, 6, 5, -19, 1, -1, -5
- COc1cc2c(cc1OC)CN(C(C)C(=O)Nc1cccc(S(=O)(=O)N3CCOCC3)c1)CC2 (stereo unspecified)
    -7, 7, 6, -1, -3, 6, -25, -2
- Cc1cc(N2CCCC2)nc2ccc(NC(=S)NC(C)C)cc12
    -437, 27, 12, -10, 16, 7, -75, 1
- COCCN(CC(=O)Nc1cccc(C)c1C)C(=O)c1cc(-c2ccncc2)nc2ccccc12
    -9, 1, 10, -14, -7, -3, -3, -3
- Cc1cc(=O)oc2cc(NC(=O)C(CCCN=C(N)N)NC(=O)OCc3ccccc3)ccc12 (stereo unspecified)
    -274, 15, -2, 13, -5, -8, 1, -3
- Cc1cnc(CNC(=O)c2ccc3oc(C(C)C)nc3c2)[nH]1
    -4, -18, 3, -3, -5, -3, -1, -2
- C=CCNC(=O)/C(=C\c1ccc(Br)cc1)NC(=O)c1ccccc1OC
    33, 3, -4, 4, 8, 0, 1, -3
- CCOc1ncccc1C(=O)Nc1ccc(Cl)cc1
    38, 13, -8, -17, 2, 2, 3, -8
- Cc1cc(/C=N/NC(=O)c2ccccn2)c(C)n1-c1cccc([N+](=O)[O-])c1
    19, 5, 2, -4, -2, -2, 1, -1
- COCCN1C(=O)c2oc3cc(C)c(C)cc3c(=O)c2C1c1cccc(O)c1 (stereo unspecified)
    9, 1, -2, 1, -13, -1, 2, -5
- O=C1C=C(NCc2ccncc2)CC(c2ccccc2)C1 (stereo unspecified)
    -35, -3, -1, -3, 6, -1, -14, -2
- CC(C)OC(=O)c1c(NC(=O)C2CC=CCC2C(=O)O)sc2c1CCCCC2 (stereo unspecified)
    -98, 5, -2, -12, 12, 8, 0, -2
- O=C(COc1ccc(Cl)cc1Br)Nc1ccncc1
    4, 1, 4, -1, 8, 13, 2, 8
- Cc1nc(C(=O)O)cc2c1[nH]c1ccccc12
    -196, -2, 11, -10, -20, -11, -47, -7
- Cc1cccc(C)c1OC(=O)CSc1nnc(-c2ccccc2O)o1
    4, 4, -5, 2, -4, -10, 4, -7
- CC(C)CC(=O)NC(c1ccccc1Cl)c1c(O)ccc2ccccc12 (stereo unspecified)
    -65, 2, 0, -7, -6, -5, 1, -5
- N#Cc1cnc2ncnn2c1-c1ccccc1
    -10, 4, -5, -5, -12, -8, 0, -2
- COc1ccc(C(=O)NCc2nnc(SCC(=O)Nc3cccc(OC)c3)o2)cc1
    -1, -2, 1, -2, 11, 3, 0, 4
- COc1ccc(OCCNC(=O)C(c2ccccc2)c2ccccc2)cc1
    16, 12, -1, -3, 2, 10, 2, -2
- CSc1nc2ccc(NS(=O)(=O)c3ccc(Cl)s3)cc2s1
    12, -3, -3, -12, -11, -3, 1, 1
- CN(C)/C=C/C(=O)Oc1ccc(Cl)cc1Cl
    10, 8, -15, 4, -22, -13, 2, -7
- CCc1nc(NCc2ccc3c(c2)OCO3)c2oc3ccccc3c2n1
    -1, 5, 13, 8, 9, -12, 1, -6
- CC(=O)c1c(C)[nH]c(-c2ccccc2)nc1=S
    4, 0, 2, -5, 1, 2, 4, -4
- COC(=O)[C@H](Cc1ccccc1)NC(=O)N1CC(C)OC(C)C1 (stereo partly specified)
    27, 9, -5, -1, -11, -1, 2, -7
- CCOC(=O)c1cc2c(nc1N)CC(C)(C)OC2
    -424, -9, -1, 12, -1, -3, 2, -3
- Cc1cc(C(=O)N2CCCc3ccccc32)no1
    16, -16, -6, 9, -6, -2, 1, -3
- COc1ccccc1CNC(=O)C1CCN(S(=O)(=O)c2ccc3c(c2)CC(C)N3C(=O)C2CC2)CC1 (stereo unspecified)
    5, -2, -5, -2, 9, 1, 0, -3
- COc1ccc(NC(C)=[N+](C)CCNS(=O)(=O)c2ccc(Cl)cc2)cc1
    12, 5, 1, 11, 1, -3, 0, 14
- O=C(COC(=O)c1cc([N+](=O)[O-])ccc1NCc1ccccc1)NC1CCCCC1
    15, 5, 8, -2, 5, 5, -1, 2
- Cc1ccccc1NS(=O)(=O)c1ccc(OCC(=O)NCc2cccnc2)cc1
    14, -9, 10, 14, -6, 4, 0, -2
- CC(=O)Oc1cc(O)c2c(c1)OC(c1ccc(OC(C)=O)c(OC(C)=O)c1)C(OC(C)=O)C2=O (stereo unspecified)
    -45, -1, -6, -4, 1, -4, 2, -2
- CC(=O)Nc1nonc1-c1nc2ccccc2n1CCC#N
    -90, -20, -1, 1, -2, -1, -14, -6
- Cn1c(=O)c(N)c2c3c(c(Br)ccc31)C(=O)c1ccccc1-2
    37, 22, 10, -77, 20, 6, -33, -42
- O=C(CNCc1ccc(Cl)cc1)Nc1ccc(C(=O)N2CCCCCC2)cc1
    14, 12, -6, 1, 0, -11, 1, -8
- COc1ccc(C)cc1N(CC(=O)N1CCCCCC1)S(C)(=O)=O
    10, -7, -6, 5, -2, -1, 0, -4
- CC(C)(C)c1ccc(/C=C/C(=O)NC2=NCCS2)cc1
    18, 21, -2, -4, -6, -14, -2, -6
- COC(=O)c1ccc(NC(=O)CN2C(=O)NC3(CCC(C)CC3)C2=O)cc1 (stereo unspecified)
    8, 1, 4, 0, -2, 2, 1, -3
- COc1cc(/C=C/C(=O)N(Cc2ccccc2)c2ccccn2)cc(OC)c1OC
    -98, 0, -6, 6, -6, -7, 1, 0
- Cc1c2n(c3ccccc13)CCC2=O
    -279, 14, -1, 7, -26, -6, -8, -6
- O=C(C1CCCN(S(=O)(=O)c2cc(Cl)ccc2Cl)C1)N1CCCC1 (stereo unspecified)
    7, 13, -1, -2, -6, -4, 0, -1
- Cc1ccc(C(=O)NCc2ccccn2)o1
    22, -2, -5, 10, -8, -4, 0, -3
- CC(C)OC(=O)CSc1nnc(-c2ccco2)n1N
    10, -5, 9, -10, -6, -7, 5, 0
- Cn1nc(C(=O)Nc2cccc(C(F)(F)F)c2)c2ccccc2c1=O
    32, 16, -1, 1, 3, -2, 2, -6
- Cc1ccc(CSc2nc3nc(C)cc(C)c3c(=O)[nH]2)cc1
    -16, 17, -7, -3, 10, -7, -1, -7
- CCc1ccc(NC(=O)CSc2nc(=O)n(CCN(C)C)c3c2CCCC3)cc1
    5, 6, 2, 12, -12, 11, 2, -3
- COc1ccc(NC(=O)NC(c2ccccc2)c2ccccc2)c(OC)c1
    8, 1, -1, 2, -2, 10, 3, -6
- CCOC(=O)C1CCN(C(=O)c2cnn3c(C)cc(C)nc23)CC1
    -424, 4, 5, 0, -2, -4, 0, -5
- COc1cc(CNc2ccc3[nH]c(=O)[nH]c3c2)ccc1OCc1c(F)cccc1Cl
    -179, 8, -1, 6, 8, -2, -9, -6
- Cc1cccc(C(C)C)c1NC(=O)CSc1cccc[n+]1[O-]
    10, -1, 7, 1, 18, 6, -1, 10
- COc1ccc(N2CCN(CC(=O)NC(C)c3ccccc3)CC2)cc1 (stereo unspecified)
    13, -17, 3, -4, 14, -1, -1, 5
- Cc1ccccc1NC(=O)CSC1=C(C#N)C(c2ccsc2)CC(=O)N1 (stereo unspecified)
    22, 7, 6, 4, -1, -4, -1, 3
- COc1ccc(C(=O)Nc2ccc(CN3CCCCC3)cc2)cc1
    6, -1, -12, -2, -2, -14, 1, -3
- Cc1nc2ccc(-n3ccc(=O)cc3)cc2s1
    0, -31, -5, 4, 1, -4, 2, -8
- COc1ccc(C(=O)NC2CCCc3ccccc32)cc1Br (stereo unspecified)
    12, 16, 2, 5, -19, -6, 0, -12
- Cc1oncc1-c1cn2ccccc2n1
    -124, 3, -11, -13, -6, -8, 1, -8
- CCCS(=O)(=O)N1CCCC(c2nc(-c3cccc(OC)c3)no2)C1 (stereo unspecified)
    17, 7, 1, 14, 0, -7, 3, -5

4 structures already listed, sorted by SMILES length, smallest number first.
The line under a structure holds: SENP8 block-1, Apaf1 inhib, SENP7 block, UBC13 polyUb, SENP6 block, SENP8 block-2, SENP1 inh, APOBEC3G inh
- Cc1c2n(c3ccccc13)CCC2=O
    -279, 14, -1, 7, -26, -6, -8, -6
- Cc1ccc(CSc2nc3nc(C)cc(C)c3c(=O)[nH]2)cc1
    -16, 17, -7, -3, 10, -7, -1, -7
- COc1ccc(NC(=O)NC(c2ccccc2)c2ccccc2)c(OC)c1
    8, 1, -1, 2, -2, 10, 3, -6
- Cc1ccccc1NC(=O)CSC1=C(C#N)C(c2ccsc2)CC(=O)N1 (stereo unspecified)
    22, 7, 6, 4, -1, -4, -1, 3
